14-3-3 PPI – 14-3-3 gamma protein interaction modulation; P61981; FP, 14-3-3gamma / TMR-pS259-Raf peptide binding; inhibition, % at 40 µM; actives 0.19% (n = 160,000); AID 422; in the data active = inhibition above about 30%;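 note: 0% = protein plus tracer without compound and 100% = blank with tracer alone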
Target sequence (P61981 whole entry, looked up): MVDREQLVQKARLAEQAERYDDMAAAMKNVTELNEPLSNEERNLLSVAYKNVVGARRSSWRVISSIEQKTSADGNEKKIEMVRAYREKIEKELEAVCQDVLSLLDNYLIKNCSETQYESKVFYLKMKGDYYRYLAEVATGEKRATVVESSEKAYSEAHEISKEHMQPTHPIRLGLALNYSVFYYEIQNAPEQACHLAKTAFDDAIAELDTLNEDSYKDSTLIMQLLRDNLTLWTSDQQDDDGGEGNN
* = called active by the depositor; & = joins results of further samples. The list is partial; rates above refer to the full screens.

A first look:
canonical_smiles	14-3-3 PPI
COC(=O)c1ccccc1NC(=O)c1ccc2c(c1)OCCO2	-9.6
CC1CCC2C(=O)N(c3ccccc3O)C(=O)C2C1 (stereo not given)	-5.8

All compounds of this part, from the start:
canonical_smiles	14-3-3 PPI
COC(=O)c1ccccc1NC(=O)c1ccc2c(c1)OCCO2	-9.6
CC1CCC2C(=O)N(c3ccccc3O)C(=O)C2C1 (stereo not given)	-5.8
Cc1ccc(Cn2c(=N)n(CC(=O)c3ccco3)c3ccccc32)cc1	-23.5
COc1ccc(Nc2nc(-c3cc4cc(OC)ccc4oc3=O)cs2)c(OC)c1	-2.8
COc1ccc(C2Sc3nncn3N2Cc2ccc(C(=O)c3ccccc3)cc2)cc1 (stereo not given)	-3.0
CC1=NN(C(=O)c2ccc(C(N)=O)cc2)C(O)(C(F)(F)F)C1 (stereo not given)	4.4
Cc1cc(=O)oc(C)c1C(=O)N1CCN(C(c2ccccc2)c2ccccc2)CC1	-5.3
COC(=O)c1cc(NC(=O)c2ccc(-c3cccc(Cl)c3C)o2)cc(C(=O)OC)c1	-4.5
CCOC(=O)c1sc(=S)n(C)c1N	-2.2
CCOC(=O)c1c(NC(=O)c2ccc(Cl)c([N+](=O)[O-])c2)sc(C(=O)Nc2ccccc2F)c1C	-6.2
COc1ccc(C(=O)O)cc1Nc1cc(C)nc2ncnn12	0.0
COc1cccc(C(=O)Nc2cccc(-c3cn4ccsc4n3)c2)c1	-11.3
COc1ccccc1N1CCN(Cc2nc(N)nc(Nc3ccc(C)cc3)n2)CC1	-1.9
CCn1c(CCCNC(=O)c2ccc(Cl)cc2)nc2ccccc21	-1.2
CCC1CCCCN1S(=O)(=O)c1ccc2[nH]c(=O)cc(C(=O)O)c2c1 (stereo not given)	-11.9
Cc1cc(N2C(=O)C3CCCCC3C2=O)ccc1N1C(=O)c2ccc(Cl)cc2C1=O (stereo not given)	3.8
C=CCOC(=O)C1=C(C)NC(C)=C(C(=O)OCC=C)C1c1ccc(C)cc1	-2.3
COc1ccc(-c2csc(Nc3cccc([N+](=O)[O-])c3)n2)cc1	0.7
CC(=O)C1Cn2c(nc3c(c2=O)C2(CCCCC2)Cc2ccccc2-3)S1 (stereo not given)	-10.9
Cc1ccc(O)c(C2=Nc3ccccc3N=C(c3cccc(Br)c3)C2)c1	-6.4
Nc1nonc1-c1nc2ccccc2n1Cc1ccccc1F	-55.1
CCNC(=O)c1cc2c(=O)n3ccccc3nc2n(Cc2ccco2)c1=N	-12.7
O=S(=O)(Nc1cccnc1)c1cc(Cl)ccc1Cl	-1.4
Cc1cc(C)cc(-n2nnc(C(=O)NCc3ccco3)c2N)c1	0.0&-3.1
COc1cc(NC(=O)COc2ccc(Cl)cc2)c(OC)cc1Cl	8.5

Three entries already listed, sorted by the number in 14-3-3 PPI, smallest number first.
SMILES | 14-3-3 PPI
Nc1nonc1-c1nc2ccccc2n1Cc1ccccc1F | -55.1
COc1ccc(C2Sc3nncn3N2Cc2ccc(C(=O)c3ccccc3)cc2)cc1 (stereo not given) | -3.0
CCOC(=O)c1sc(=S)n(C)c1N | -2.2

Continuation.
canonical_smiles	14-3-3 PPI
Cc1cc(Cl)ccc1OCCCC(=O)NC1=NCCS1	-4.3
N#Cc1cc2c(=O)n3ccccc3nc2n(Cc2cccnc2)c1=O	-30.6
O=C(c1ccc2c(=O)n(Cc3ccccc3)c(SCc3cccc([N+](=O)[O-])c3)nc2c1)N1CCCC1	7.3
CS(=O)(=O)N1CCC(C(=O)N2CCC(Cc3ccccc3)CC2)CC1	1.4
COc1ccc(NC(=O)CCN2CCCN(S(=O)(=O)c3ccc(F)cc3)CC2)cc1	-6.4
NC(=O)c1ccc(NC(=O)CN2CCN(CC(=O)Nc3ccccc3F)CC2)cc1	-3.1
O=C1CSC(c2cc3c(cc2Br)OCO3)N1c1ccc(Cl)cc1 (stereo not given)	14.0
COc1ccc(OCCCC(=O)Nc2ccc(N3CCCCC3)cc2)cc1	-2.7
CCOC(=O)C1=C(c2ccccc2)NC(=S)NC1c1ccc(O)c(OCC)c1 (stereo not given)	-4.9
Cn1c(=O)c2c(SCC(=O)N3CCCCC3)nc(-c3cccs3)nc2n(C)c1=O	0.4
COc1ccc(CSc2ccc(C(=O)Nc3ccc(C(F)(F)F)cc3)cc2[N+](=O)[O-])cc1	-3.8
COc1cc(Cl)c(S(=O)(=O)N2CC(C)OC(C)C2)cc1Cl (stereo not given)	-1.9
COc1ccc(C2C(C(=O)NCC3COc4ccccc4O3)c3cc(OC)c(OC)cc3C(=O)N2C)cc1 (stereo not given)	-3.9
CCCCC1(CC)C(=O)NC(=O)NC1=Nc1ccc(OC)cc1 (stereo not given)	-4.9
COc1ccccc1C(=O)NC(=O)Nc1cccc(Cl)c1	-1.5
COc1ccc(-n2c(=O)cc(N3CCCCCC3)[nH]c2=O)cc1	-5.5
COc1ccc(C(CC(=O)O)NC(=O)COc2ccccc2)cc1OC (stereo not given)	-1.5
O=C(Cc1ccc(-n2cccc2)cc1)N1CCN(c2ccccc2F)CC1	-4.7
Cc1cccc(-n2nc3c(c2NC(=O)CCC2CCCC2)CS(=O)(=O)C3)c1C	-10.9
CCCn1c(SCC(=O)Nc2cccc(C(=O)OC)c2)nnc1-c1cccnc1	-5.5
CCOC(=O)C1=NN(c2ccccc2)C2C(=O)N(c3ccccc3Cl)C(=O)C12 (stereo not given)	15.9
COc1cc(Nc2nc(SCC(=O)c3ccccc3)nc3ccccc23)cc(OC)c1	2.3
COc1ccc(CNC(=O)C2CCN(S(=O)(=O)c3cccs3)CC2)cc1	-0.1
Cc1ccc(S(=O)(=O)N2CCCC2C(=O)NCc2ccccc2)cc1 (stereo not given)	3.4
Cc1ccc(NC(=O)c2c(C)nc3sc(C(=O)NC4CCCCC4)c(N)c3c2-c2cccnc2)c(C)c1	-8.6

(listing goes on)
canonical_smiles	14-3-3 PPI
CCOC(=O)c1c(-c2cccs2)csc1NC(=O)COC(=O)c1c(C)noc1C	-19.3
CCOC(=O)c1c(NC(=O)c2ccc(-c3ccc(F)cc3)o2)sc2c1CCCC2	-6.5
Cc1cc(Nc2ccc(C(=O)O)cc2)n2nc(C)nc2n1	-3.7
O=C(c1ccc(NCc2ccc(F)cc2)c([N+](=O)[O-])c1)N1CC2CC(C1)c1cccc(=O)n1C2 (stereo not given)	-10.6
COc1ccccc1C1C2=C(CCCC2=O)Nc2ccccc2N1C(=O)c1ccccc1 (stereo not given)	-7.5
Cn1c(CSc2nc3ccccc3o2)nc2ccccc21	-6.2
CCC(C)N1C(=O)C2C(C(=O)Nc3ccc(C(C)C)cc3)C3C=CC2(O3)C1C(=O)NC1CCCCC1 (stereo not given)	-7.0
O=C(CCCn1c(=O)c2sccc2n(Cc2cccc(Cl)c2)c1=O)NCc1ccco1	3.7
COC(=O)c1sc(=S)n(-c2cccc(OC)c2)c1N	-8.3
CC1CCC2C(C1)c1sc(=O)[nH]c1SC2(C)C (stereo not given)	-5.3&1.7
CCOC(=O)c1cnc2ccc(OC)cc2c1Nc1cccc(Cl)c1C	-0.3
CC(C)(C)OC(=O)C1C(=O)CC(C)(O)C(C(=O)OC(C)(C)C)C1c1ccccc1 (stereo not given)	-4.5
Cc1oc2cc3oc(=O)c(Cc4ccccc4)c(C)c3cc2c1C	-3.1
O=C(NC1(C(F)(F)F)NC(=O)N(CC2CCCCC2)C1=O)c1ccco1 (stereo not given)	-0.9
COc1cccc(C(=O)N2CCN=C2SCc2ccc(Br)cc2)c1	3.1
COc1ccc(-c2nnc(Nc3ccc(OC)c(C(N)=O)c3)c3ccccc23)cc1	-12.4
CCOC(=O)C1=C(C)NC2=C(C(=O)C(C(=O)OCC)C(c3ccco3)C2)C1c1ccccn1 (stereo not given)	-3.6
O=C(COC(=O)CCCN1C(=O)c2ccccc2C1=O)Nc1ncc(Cl)cc1Cl	-20.6
COc1ccc(S(=O)(=O)N2CCN(Cc3cccc([N+](=O)[O-])c3)CC2)cc1	-1.8
COc1ccc(N2C(=N)SCC2=O)cc1	-8.0
CN1C(=O)CC(N2CCN(c3ccccn3)CC2)C1=O (stereo not given)	-5.0
COc1ccc(-n2nc([N+](=O)[O-])c(N3CCCC3)[n+]2[O-])cc1	-9.3
Cn1ccnc1SCC(=O)c1ccc(Br)cc1	-1.5
COc1ccccc1NC(=O)CSc1nc2c(sc3ccccc32)c(=O)n1CCN(C)C	-6.0
O=C(Oc1ccc2c3c(c(=O)oc2c1)CCC3)C1CCCCC1	-4.5

Next section
canonical_smiles	14-3-3 PPI
COc1ccc(NC(=S)Oc2ccc(C(=O)Nc3ccc(Cl)cc3)cc2)cc1	4.4
O=C(COc1ccccc1[N+](=O)[O-])N1CCc2ccccc2C1	-6.7
COc1ccc(C(=O)CN2CCN(S(=O)(=O)c3ccc(F)cc3)CC2)cc1OC	-1.6
CCC(C)n1c(=N)c(C(=O)NCc2ccco2)cc2c(=O)n3ccccc3nc21 (stereo not given)	-36.2
Cc1nc(CNS(=O)(=O)c2ccc3c(c2)OCCO3)cs1	5.2
COc1ccc(Cl)cc1NC(=O)Cn1c(=O)n2nc(C)nc2c2ccccc21	-5.6
CCOc1ccc(NC(=O)CS(=O)(=O)c2cn(Cc3ccc(F)cc3)c3ccccc23)cc1	3.9
CC(=O)N(c1ccc2oc3c(c2c1)CCCC3)S(=O)(=O)c1ccc(Cl)cc1	-5.9
COc1ccc(C(=O)Nc2cc(C)c3c(=O)oc4ccccc4c3n2)cc1	-25.3
CCOC(=O)C1CCCN(c2cc(Nc3ccc(C(=O)O)cc3)c3c4c(onc24)-c2ccccc2C3=O)C1 (stereo not given)	-124.1
Cn1c(=O)oc2cc(S(=O)(=O)NCCN3CCN(c4ccccc4F)CC3)ccc21	-0.5
COc1ccccc1-n1c(CNC(=O)c2cccc([N+](=O)[O-])c2C)n[nH]c1=S	-2.6
Cc1cc2ccccc2n2c(SCC(=O)Nc3ccc(S(N)(=O)=O)cc3)nnc12	5.4
CCOC(=O)c1cnc2c(C)cc(C)cc2c1Nc1cc(C(=O)O)ccc1C	-2.7
O=C(NCCN1CCOCC1)C1CC(=O)N(C2CCCC2)C1 (stereo not given)	-1.5
Cc1cc(NC(=O)CSc2c3c(nc4ccccc24)CCC3)no1	-3.8
NS(=O)(=O)c1ccc(CCNC(=O)COC(=O)C2CCCN2C(=O)c2cccs2)cc1 (stereo not given)	-4.0
COc1ccc(-c2cc(C(F)F)n3ncc(C(=O)N4CCN5CCCC5C4)c3n2)cc1 (stereo not given)	-2.5
c1ccc2c(c1)OCC(c1nnc3sc(-c4ccc5c(c4)OCO5)nn13)O2 (stereo not given)	1.4
CCOC(=O)c1sc(C)c2c(=O)n(Cc3ccccc3)c(C)nc12	-98.4
Cc1cccn2c(=O)c3cc(C(=O)NCc4ccco4)c(=N)n(CCc4ccccc4)c3nc12	-7.9&-27.3
CC(C)(C)c1ccc(-c2csc(NC(=O)c3cc([N+](=O)[O-])ccc3Cl)n2)cc1	-61.5
COc1ccc(C(=O)n2cnc3cc(C)c(C)cc32)cc1[N+](=O)[O-]	-1.7
CCC(C)N1CC(C(=O)NC2CCCCC2)CC1=O (stereo not given)	-1.7
Cc1ccc(CC(=O)Nc2cccc(C)n2)cc1	0.5

(more compounds)
canonical_smiles	14-3-3 PPI
Cc1ccc(Nc2c(-c3ccco3)nc3cccc(C)n23)cc1	-6.0
CCOC(=O)c1c(C)oc2c1c1c(c3ccccc32)OCN(Cc2ccccn2)C1	3.3
CCOC(=O)C1CCN(C(c2cccc(OC)c2)c2sc3nc(C)nn3c2O)CC1 (stereo not given)	2.2
CCOc1ccccc1N1Cc2cc(C)c(C)cc2C1	-21.4
CC(=O)Oc1ccccc1C(=O)N1CCN(c2ccc(F)cc2)CC1	-3.1
c1nc(N2CCCCC2)c2sc3nc(N4CCOCC4)c4c(c3c2n1)CCCC4	-6.5
O=C(OCc1ccco1)C1c2ccccc2Oc2ccccc21	-8.9
O=C(COc1nsnc1N1CCOCC1)Nc1ccc(OC(F)(F)F)cc1	0.9
Cc1ccc(S(=O)(=O)N2Cc3ccccc3CC2C(=O)Nc2cc(C)on2)cc1 (stereo not given)	-5.9
CCOC(=O)c1c(NC(=O)c2cc(=O)c3ccccc3o2)sc2c1CCC2	2.2
CC(Nc1cc(N2CCN(C(=O)c3ccc(F)cc3)CC2)ccc1[N+](=O)[O-])C12CC3CC(CC(C3)C1)C2 (stereo not given)	4.7
CCOC(=O)c1c(NC(C)=O)sc2c1CCCCC2	-5.9
Cc1ccc(N2C(=O)C(=O)/C(=C(/O)c3ccccc3)C2c2cccc(O)c2)cc1Br (stereo not given)	-8.7
CC(C)(C)N1C(=O)c2ccc(S(=O)(=O)c3ccc4c(c3)C(=O)N(C(C)(C)C)C4=O)cc2C1=O	12.2
CCN(CC(=O)NC1CCS(=O)(=O)C1)C(=O)COc1ccccc1-c1ccccc1 (stereo not given)	-6.9
c1coc(Cn2c(-c3ccco3)nc3ccccc32)c1	-9.6&1.8
COc1ccc(C(=O)CSc2nnnn2Cc2ccccc2)cc1	-5.8
NC(N)=NCCSSCCN=C(N)N	-8.5
O=[N+]([O-])c1cccc(C=Nc2ccc3nc(-c4ccc(Cl)cc4)oc3c2)c1O	-8.1
CSc1cccc(NS(=O)(=O)c2ccc3[nH]cc(C(=O)N4CCCC4)c(=O)c3c2)c1	5.5
CC1CCCCN1C(=O)c1ccc(Sc2ccccc2Cl)c([N+](=O)[O-])c1 (stereo not given)	-8.7
CN(C)CCCN1C(=O)C(O)=C(C(=O)c2cccs2)C1c1cccs1 (stereo not given)	3.1
Cc1[nH][nH]c(=O)c1C(c1ccc(OC(=O)c2ccc(F)cc2)cc1)c1c(C)[nH][nH]c1=O	2.5
CCCCNc1nc(SCC(=O)c2ccc(F)cc2)nc2ccccc12	-0.8
CC(=O)Nc1cc(C(=O)NCCC(C)C)ccc1Sc1ccc(C)cc1	-7.8

Screening results: PubChem BioAssay, Emory University Molecular Libraries Screening Center
